# Compound activity (PubChem BioAssay)
# DT40 TDP1 no CPT = qHTS for Inhibitors of human tyrosyl-DNA phosphodiesterase 1 (TDP1): qHTS in cells in absence of CPT | DT40 Tdp1-/- hTDP1 cells, no CPT, ATP luminescence, 48 h | Potency, µM (titrated, usually from 46.2 µM), for inactives: at the highest dose activity change, negative = growth inhibition, most hits filed as inhibitors | 420,000 compounds, 15% hits | AID 686978, 2013; active = well fitted inhibition curve with a large enough effect; inconclusive = small, poorly fitted or top-dose-only effect; also: nearly all actives have a fitted effect of over 55% in size
#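 Chicken DT40 Tdp1-/- cells complemented with human TDP1, screened without camptothecin (DMSO vehicle only), 400 cells/well. Compounds pin-transferred, cells incubated at 37 °C for at least 48 hr. Growth read as ATP-dependent luminescence (CellTiter-Glo, 30 min at RT).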
# An asterisk follows results filed as active; ? = inconclusive. % is scaled to controls: 0 for no effect and ±100 for the full control effect; potency is read from the fitted curve at half-maximal effect. Not all compounds are listed. The share of hits here may be higher or lower than overall.
SMILES,DT40 TDP1 no CPT
Cc1cn([C@H]2C[C@H](O)[C@@H](CCC(=O)NCCc3cccs3)O2)c(=O)[nH]c1=O,25%
COc1ccc(-c2[nH][nH]c(=O)c2NC(=O)c2ccc([N+](=O)[O-])cc2)cc1,5%
CCC(=O)N1CCCC(C(=O)Nc2nc3ccccc3[nH]2)CC1 (centres undefined),-4%
CCCCN(C)C(=O)c1sc(=O)n(Cc2c(C)noc2C)c1C,-16%
O=C1CC(=O)N(C2CCCCC2)C(=O)N1c1ccccc1S(=O)(=O)Oc1ccccc1,-10%
COc1ccc(CCNC(=O)CN(c2ccccc2)S(=O)(=O)c2ccccc2)cc1,?
COc1ccc(CN2C(=O)C(CC(=O)NCCN3CCOCC3)CC(C(=O)N3CCCCCC3)=C2C)cc1 (centres undefined),-3%
CCN(CC)C(=O)C1=C(C)N(CCCN2CCCC2=O)C(=O)C(CC(=O)NC2CCCCC2)C1 (centres undefined),-12%
CCC1(C(=O)OC)NC(c2cccc(F)c2)C2C(=O)N(C)C(=O)C21 (centres undefined),1%
CC(=O)c1ccc2c(c1)N(Cc1ccccc1Cl)C(=O)C(C)S2 (centres undefined),?
CCN1CCN(CCNC(=O)c2ccc3c(c2)NC(=O)/C(=C\c2cccc(Cl)c2)S3)CC1,16µM*
O=S1(=O)CC(N2CCN(CC3CC3)CC2)CN1Cc1ccc(F)cc1 (centres undefined),?
Cc1ccc(S(=O)(=O)N(C)C[C@H]2OCc3cn(nn3)CCCC(=O)N([C@H](C)CO)C[C@@H]2C)cc1,-3%
CC1CCCC(NC(=O)/C=C/c2c(F)cccc2Cl)C1C (centres undefined),?
CCNC(=O)C1(C)CCN(Cc2cccc(C(F)(F)F)c2)C1 (centres undefined),-26%
COc1cc2c(cc1OC(C)=O)C(=O)CCCC2,8%
COc1ccc(C#Cc2cccc(-c3nc(C(=O)NCc4ccc(Oc5ccccc5)cc4)cc4c3[C@@H](CCO)N(S(=O)C(C)(C)C)C4)c2)cc1OC (some centres undefined),?
CCc1nc2cc(C(=O)N3CCC[C@H]3CO)cc(NC(=O)c3ccccc3OC)c2n1C,-7%
O=C(Nc1cc(F)ccc1F)c1cnn2c1NC(=C1CC1)C=C2C(F)F,?
CCOc1cc2c(C#N)c(N(CC)CC)nc(N)c2c(N)n1,16µM*
COC(=O)[C@@]12C[C@@H](CC(=O)N3CCSCC3)C(=O)N(Cc3cccc4ccccc34)C1=CCC(C)(C)C2,?
O=C(Nc1ccccc1Cl)c1cc(C2CCCN(C(=O)c3cccc(O)c3)C2)on1 (centres undefined),-27%
Fc1ccc2nncc(SCc3ccccc3Cl)c2c1,?
COc1cc2c(c(OC)c1OC)C(=O)C(=Cc1ccccc1)O2,?
COCCN(C(=O)Cc1ccc(S(=O)(=O)N2CCOCC2)s1)c1c(N)n(CC(C)C)c(=O)[nH]c1=O,1%
OC(CSc1ccccc1)CN1CCN(c2cccc(Cl)c2)CC1 (centres undefined),21µM*
Clc1cc(Cl)cc(C2=NC(Cc3ccccc3)CO2)c1 (centres undefined),-27%
CN(C(=O)c1ccc(NC(=O)Cc2ccccc2)cc1)c1ccccc1,-13%
CC1C(=O)N(Cc2cn(CCC3OCCO3)nn2)CCS(=O)(=O)N1Cc1ccc(-c2ccc(F)cc2)cc1 (centres undefined),?
COc1cc(C(C)=O)ccc1OCC(=O)Nc1ccc(S(=O)(=O)N2CCCCC2)cc1,0.46µM*
COc1cc(CNc2ncnc3c2ncn3[C@H]2CN(Cc3ccncc3)C[C@@H](CO)O2)cc(OC)c1OC,13µM*
O=C(Nc1ccccc1O)c1cccc(S(=O)(=O)Nc2ccccc2O)c1,?
CO[C@H]1CN(C)C(=O)c2cc(NC(=O)C3CCOCC3)ccc2OC[C@H](C)N(Cc2nccs2)C[C@H]1C,-6%
COC(=O)[C@]12CCCCC=C1N(Cc1ccccc1)C(=O)[C@H](CC(=O)NCc1ccc(C)o1)C2,?
OCCCNCc1cc2ccc(F)cc2nc1N1CCN(c2cccc(Cl)c2)CC1,-38%
Cc1[nH]c2ccccc2c1/C=C/c1ccc2ccccc2n1,-111%
O=C(CNC(=O)C12CC3CC(CC(C3)C1)C2)N1CCCC(C(F)(F)F)C1 (centres undefined),?
O=C(Nc1ncccn1)c1ccc([N+](=O)[O-])cc1[N+](=O)[O-],?
NC(CCc1ccccc1)c1csc(NC(=O)Nc2cccc(C(F)(F)F)c2)n1 (centres undefined),21µM*
CCc1nc2cc(C(=O)NCC3CCS(=O)(=O)C3)cc(NC(=O)c3ccccc3OC)c2n1C (centres undefined),-6%
CSc1ccc(CN2CCC2(C)C(=O)Nc2ccc3c(c2)OCO3)cc1 (centres undefined),?
Cc1cccc(C)c1NC(=O)C1c2ccccc2OCC(=O)N1C1CC1 (centres undefined),-25%
COc1ccc(NC(=O)C2(C)CCN2Cc2ccc(OC)c3ccccc23)cc1OC (centres undefined),23µM*
OCC(O)C1OC(c2ccco2)OC(CO)C1O (centres undefined),-1%
COCCCN1C(=O)C(CC(=O)NCCCN(C)C)CC(C(=O)N(C(C)C)C(C)C)=C1C (centres undefined),15%
CC(C)C[C@H]1COc2cccc(N3CCC[C@H]3CO)c2S(=O)(=O)N1,-20%
COc1cccc(C(O)c2nc(-c3cccc(C(F)(F)F)c3)cs2)c1 (centres undefined),0.58µM*
Cc1ccc(CN2C(=O)C(F)(F)Oc3ccccc32)cc1,1%

# 16 neighbouring records already listed, quoted:
SMILES,DT40 TDP1 no CPT
CO[C@H]1CN(C)C(=O)c2cc(NC(=O)C3CCOCC3)ccc2OC[C@H](C)N(Cc2nccs2)C[C@H]1C,-6%
COC(=O)[C@]12CCCCC=C1N(Cc1ccccc1)C(=O)[C@H](CC(=O)NCc1ccc(C)o1)C2,?
OCCCNCc1cc2ccc(F)cc2nc1N1CCN(c2cccc(Cl)c2)CC1,-38%
Cc1[nH]c2ccccc2c1/C=C/c1ccc2ccccc2n1,-111%
O=C(CNC(=O)C12CC3CC(CC(C3)C1)C2)N1CCCC(C(F)(F)F)C1 (centres undefined),?
O=C(Nc1ncccn1)c1ccc([N+](=O)[O-])cc1[N+](=O)[O-],?
NC(CCc1ccccc1)c1csc(NC(=O)Nc2cccc(C(F)(F)F)c2)n1 (centres undefined),21µM*
CCc1nc2cc(C(=O)NCC3CCS(=O)(=O)C3)cc(NC(=O)c3ccccc3OC)c2n1C (centres undefined),-6%
CSc1ccc(CN2CCC2(C)C(=O)Nc2ccc3c(c2)OCO3)cc1 (centres undefined),?
Cc1cccc(C)c1NC(=O)C1c2ccccc2OCC(=O)N1C1CC1 (centres undefined),-25%
COc1ccc(NC(=O)C2(C)CCN2Cc2ccc(OC)c3ccccc23)cc1OC (centres undefined),23µM*
OCC(O)C1OC(c2ccco2)OC(CO)C1O (centres undefined),-1%
COCCCN1C(=O)C(CC(=O)NCCCN(C)C)CC(C(=O)N(C(C)C)C(C)C)=C1C (centres undefined),15%
CC(C)C[C@H]1COc2cccc(N3CCC[C@H]3CO)c2S(=O)(=O)N1,-20%
COc1cccc(C(O)c2nc(-c3cccc(C(F)(F)F)c3)cs2)c1 (centres undefined),0.58µM*
Cc1ccc(CN2C(=O)C(F)(F)Oc3ccccc32)cc1,1%

# (continued)
SMILES,DT40 TDP1 no CPT
Clc1cccc(Cc2c(-c3cccc(Br)c3)nc3ccc(Br)cn23)c1,?
CCOc1cc(C(c2c(O)nc(SC)[nH]c2=O)c2c(O)nc(SC)[nH]c2=O)ccc1O,-18%
CN(C)c1ccc(CNC(=O)C2Cc3c(-c4ccccc4Oc4ccccc4)ccnc3O2)cc1 (centres undefined),?
Cc1cc(-c2ccncc2)n2ncc(-c3ccccc3)c2n1,?
CCN(CC)CCCC(C)Nc1nccc2cccc(Cl)c12 (centres undefined),?
COc1cccc(/C=C/c2cnc3ccccc3n2)c1OC,20µM*
Cc1ccc(CNC(=O)COC(=O)c2ccccc2OCC(=O)Nc2ccc(Br)cc2)cc1,-10%
CS(=O)(=O)Nc1cc2occ(NC=O)c(=O)c2cc1Oc1ccccc1,-23%
CCOC(=O)C1=C[C@@H](C(C)C)N(S(=O)(=O)c2ccc(C)cc2)[C@H]1c1ccccc1F,?
CCOC(=O)C1=CCN(S(=O)(=O)c2ccccc2)C1c1ccccc1 (centres undefined),?
CC[C@H](NC(=O)CC[C@H]1O[C@@H](n2cnc3c(NC(=O)c4ccccc4)ncnc32)[C@H](O)[C@@H]1O)c1ccccc1,-1%
CC(C)C[C@@H](CN)NC(=O)c1nc[nH]c1C(=O)N[C@@H](C)C(=O)CNC[C@H](C)NC(=O)c1nc[nH]c1C(=O)N[C@@H](C)C(=O)O,-9%
COc1cc2c(NC3CCN(C)CC3)nc(N3CCCN(C)CC3)nc2cc1OCCCCCN(C)C,14µM*
CCOC(=O)c1ccc(Nc2cc3ccccc3c(=O)[nH]2)cc1,?
O=C(O)c1ccccc1C(=O)OC1CCCC2CCCC21 (centres undefined),1%
O=C(Nc1ccc(Cl)cn1)c1ccc(-c2ccc(Cl)c(Cl)c2)o1,-22%
COc1cc(NC(=O)c2sc3ncn(CC(=O)N4CCCCC4C)c(=O)c3c2C)cc(OC)c1OC (centres undefined),12µM*
Cc1ccc(Cc2c(-c3ccco3)nc3ccc(Cl)cn23)cc1,12µM*
Nc1cc(N)nc(SCc2ccccc2Cl)n1,-25%
NC(=O)c1cccc(Nc2nc(C(N)CCc3ccccc3)cs2)n1 (centres undefined),2.9µM*
CCCCNC(=O)C1(C)CCN1C(=O)c1ccc(OC)c(F)c1 (centres undefined),-15%
CC1(C(=O)Nc2ccc3c(c2)OCO3)CCN1C(=O)CC1CC1 (centres undefined),-9%
CC(=O)NC1=CC(=C[N+](=O)[O-])C=C1O,-1%
CNC(=O)c1nn(C)c(=O)[nH]c1=O,3%
O=P1(O)Cc2ccccc2-c2ccccc21,1%
O=C(NCc1ccc(F)cc1F)[C@@H]1CCCN1C(=O)[C@@H]1CCCN1C(=O)c1cccs1,-13%
OC[C@@H]1CN(Cc2cccs2)C[C@H](n2cnc3c(NCc4ccc(F)cc4)ncnc32)O1,-29%
CCC(=O)N1CCCC(C)(C(=O)Nc2ccc3scnc3c2)C1 (centres undefined),-8%
Cc1nc2ccc(C(=O)Nc3ccc4c(c3)OCC(=O)N4)cn2c1N(C)C(=O)CCc1ccccc1,18µM*
CC(C)Oc1cc(F)ccc1-c1cc(C(=O)NCc2ccccc2)[nH]n1,-32%
CC(C)Nc1nc(Nc2ccccc2Cl)c2sccc2n1,23µM*
Cc1sc(NC(=O)CSc2n[nH]c(N)n2)c(C#N)c1C,-13%
CC1(C(=O)NS(=O)(=O)c2ccccc2Cl)CCN1C(=O)Cc1cccc2ccccc12 (centres undefined),0%
CSc1nc(S(C)(=O)=O)nc2[nH]c(=O)[nH]c12,1%
COc1ccc(S(=O)(=O)N2CCCCC2c2cc(C(=O)Nc3ccccc3)no2)cc1 (centres undefined),-25%
C[C@H]1CN([C@@H](C)CO)S(=O)(=O)c2ccc(C#Cc3ccccn3)cc2O[C@H]1CN(C)Cc1ccc(F)cc1,?
CCOC(=O)c1cc(=O)nc(N)s1,-5%
O=S1(=O)c2ccc(Br)cc2N2CCC[C@@H]2CN1Cc1ccc(Cl)cc1,?
CN1CCN(c2ccc(CNC(=O)C3(C)Cc4c(-c5ccc6c(c5)OCO6)ccnc4O3)cc2)CC1 (centres undefined),15µM*
CN(C(=O)c1ccc(NC(=O)Cc2ccc(NC(=O)C3CCN(C(=O)C4CCC4)CC3)cc2)cc1)C1CCCC1,-25%
CCOC(=O)C1=CCN(S(=O)(=O)c2ccccc2Cl)C1c1ccc(C)cc1 (centres undefined),18µM*
C[C@@H]1CN([C@H](C)CO)C(=O)CCCn2cc(nn2)CO[C@H]1CN(C)S(=O)(=O)c1ccc(Oc2ccccc2)nc1,?
CN(CCOc1ccc(Cl)cc1)C(=O)c1cccc(S(=O)(=O)N2CCN(c3ccccc3)CC2)c1,6.5µM*
CCCCCn1c(N2CCC(Cc3ccccc3)CC2)nc2c1c(=O)[nH]c(=O)n2C,?
CC(=O)OC(=C(OC(C)=O)c1ccccc1)c1ccccc1,-5%
Cc1ccc(S(=O)(=O)NCCCCCCNS(=O)(=O)c2ccc(C)cc2)cc1,23µM*
CCCCNC(=O)c1sc2ncnc(NCC3CCCO3)c2c1C (centres undefined),-14%
CC1(C(=O)NCc2ccccc2)CSCC(=O)N1CCc1c[nH]c2ccccc12 (centres undefined),-21%
CC(=O)Nc1cccc(-c2ccnc3c2CC(C(=O)NCCC(F)(F)F)O3)c1 (centres undefined),23µM*
CC(=O)Nc1cccc(NC(=O)c2cccc(Cl)c2)c1,-6%
Cc1ccc(C(C)NC(=O)c2cccs2)cc1 (centres undefined),-20%
CC(C)C[C@H]1CN(CCCC[C@H]2CNC(=O)C(=O)N2CC2CCCCC2)C(=O)C(=O)N1CCC1CCCCC1,-15%
Oc1cccc2c3c(oc12)CCCC3,3%
CC1CCc2c(ccc3ccccc23)C1=O (centres undefined),-24%
Cc1ccc(NC(=O)CSC(C)C(=O)OCc2cc(=O)oc3cc(O)ccc23)cc1 (centres undefined),-27%
Cc1ccnc(SCCn2c(N(C)Cc3ccccc3)nc3c2c(=O)n(C)c(=O)n3C)n1,?
CC(=O)Nc1cc(-c2cccnc2)cn2c(-c3cccc(C(F)(F)F)c3)cnc12,?
O=S(=O)(NC1CCN(Cc2ccccc2)CC1)c1ccc(F)c(F)c1,2%
O=C(O)c1ccccc1NS(=O)(=O)c1ccc(N/N=C/c2cccc(O)c2O)c([N+](=O)[O-])c1,-11%
CCc1nc(NCC2CC2)c2nnn(Cc3ccccc3)c2n1,?
Cc1ccc(-c2nc3ccc(Br)cn3c2Cc2cccc(Cl)c2)cc1,9.2µM*
CC(C)(C)n1nnnc1C(c1ccccc1)N1CCN(C(=O)c2ccco2)CC1 (centres undefined),?
CNc1cncc(-c2ccc(F)c(F)c2)n1,?
